Source: PubChem BioAssay (several laboratories)
KCNQ1 pot: potentiators or activators of human KCNQ1 potassium channel | CHO-K1 KCNQ1, thallium flux FluxOR fluorescence; stronger effect = higher value | P51787 | B-score at 10 µM | actives 0.35% (n = 310,000);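 active means fluorescence ratio B-score, a plate-corrected score, at least three library SD, with initial intensity B-score within 5 SD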
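assay system = CHO-K1 cells stably expressing KCNQ1 | medium = assay buffer, equal DMSO in all wells | timing = 37 °C overnight plating, 90-min dark dye load, 20-min compound pretreatment | measured by = kinetic FluxOR thallium fluorescence, 10-s 1-Hz baseline, 110-s post-stimulus read | measure = fluorescence change relative to baseline, converted to B score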
RGS4 act: potentiators or activators of RGS4; HEK293 M3R/inducible RGS4, carbachol calcium flux Fluo4; stronger effect = lower value; B-score at 10 µM; actives 0.92% (n = 310,000);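 active means B-score of the integrated calcium signal more than 4 SD below the library mean, with starting fluorescence not abnormally high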;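 further: negative B-score means reduced calcium response which marks RGS4 activation or potentiation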
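Assay system: HEK293 FlpIn-TREx cells, stable M3R, doxycycline-inducible RGS4 / Probe or stimulus: carbachol, ECmax concentration / Times: overnight RGS4 induction, 30 min dye load 37 °C, 20 min compound RT / Signal: kinetic calcium fluorescence imaging with Fluo4-AM dye, 2 µM / Measure: Agonist-evoked peak-minus-minimum fluorescence over baseline, integrated ratio, B score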
GSK3A inh: inhibitors of human GSK-3 alpha kinase; P49840; ADP-Glo luminescence, 60 min; inhibition, % at 10 µM; actives 0.1% (n = 320,000); AID 2650;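 in the data active means inhibition above about 50%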;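 further: GST-tagged GSK-3 alpha with peptide substrate and 25 µM ATP; 0% = DMSO neutral wells and 100% = GW8510 positive control wells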
Target sequence (P49840 whole entry, looked up): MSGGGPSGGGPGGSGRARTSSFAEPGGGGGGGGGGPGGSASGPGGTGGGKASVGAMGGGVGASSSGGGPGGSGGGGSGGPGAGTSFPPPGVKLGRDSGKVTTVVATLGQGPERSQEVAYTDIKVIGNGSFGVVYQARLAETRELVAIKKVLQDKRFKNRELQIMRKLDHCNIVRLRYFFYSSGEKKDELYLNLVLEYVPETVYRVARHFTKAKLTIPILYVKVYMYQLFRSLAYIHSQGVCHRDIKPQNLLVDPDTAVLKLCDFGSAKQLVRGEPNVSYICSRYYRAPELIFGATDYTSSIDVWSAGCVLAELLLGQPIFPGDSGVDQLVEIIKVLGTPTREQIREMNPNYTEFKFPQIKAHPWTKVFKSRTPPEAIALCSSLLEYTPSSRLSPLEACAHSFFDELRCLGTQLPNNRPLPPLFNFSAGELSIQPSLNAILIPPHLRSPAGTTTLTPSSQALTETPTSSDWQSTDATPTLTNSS
GSK3B inh: blocks human GSK3beta kinase activity; P49841; activity score (negative = inhibition), % at 10 µM; GST-GSK3beta kinase, ADP-Glo luminescence, 60 min; stronger effect = lower value; actives 0.038% (n = 300,000); AID 2097;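 active means more than half of replicate wells score below -50%, meaning over 50% inhibition versus plate controls; inconclusive means some replicates but at most half score below -50%; inactive means no replicate scores below -50%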;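 further: 0% = median DMSO wells and -100% = median GW8510 positive control wells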
Target sequence (P49841 whole entry, looked up): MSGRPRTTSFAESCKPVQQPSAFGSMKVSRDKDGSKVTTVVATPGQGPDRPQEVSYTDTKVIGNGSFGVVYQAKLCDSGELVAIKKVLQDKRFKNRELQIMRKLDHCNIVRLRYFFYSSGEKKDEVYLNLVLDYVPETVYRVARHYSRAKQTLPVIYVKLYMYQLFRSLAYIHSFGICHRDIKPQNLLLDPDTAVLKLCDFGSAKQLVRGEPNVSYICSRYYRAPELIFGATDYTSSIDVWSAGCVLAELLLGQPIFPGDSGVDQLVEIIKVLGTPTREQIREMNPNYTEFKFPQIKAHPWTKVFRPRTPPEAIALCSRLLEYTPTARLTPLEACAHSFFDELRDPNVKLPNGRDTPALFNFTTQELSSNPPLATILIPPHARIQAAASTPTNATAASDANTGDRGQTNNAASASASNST
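Assay system: GST-fused GSK3beta enzyme, cell-free / Medium: Tris pH 7.5 buffer with MgCl2, DTT, BSA, heparin / Also added: peptide substrate plus 25 µM ATP (final) / Compound: 10 µM single point / Timing: kinase reaction with compound 60 min at room temperature / Detection: ADP-Glo luminescence / Benchmarks: DMSO neutral wells and GW8510 at 20 µM as positive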
KCNQ1 inh: human KCNQ1 channel inhibition | actives 1.3% (n = 310,000) | B-score at 10 µM | CHO-K1 KCNQ1, FluxOR thallium flux fluorescence; stronger effect = higher value | P51787;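 active means compounds whose thallium flux B-score, printed positive for inhibition, exceeds three library SD while starting fluorescence stays within three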;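 further: channel opened by potassium depolarization with thallium stimulus after 20 min compound exposure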
KCNK3 inh: human KCNK3 channel inhibition, primary screen | O14649 | CHO-KCNK3 thallium flux, FluxOR fluorescence; stronger effect = lower value | B-score at 10 µM | actives 0.84% (n = 340,000) | AID 602410;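 active means B-score under library mean minus 4 SD, starting fluorescence ratio at most library mean plus 5 SD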;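 further: more negative B-score means stronger inhibition of thallium flux through KCNK3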
KCNK9 block: blocks the human KCNK9 two-pore domain potassium channel. AID 488922. HEK293 KCNK9, FluxOR thallium flux fluorescence; stronger effect = lower value. B-score at 10 µM. actives 1.2% (n = 310,000);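 active means ratio B-score over 3 SD below the library mean, with starting fluorescence within 5 SD of its mean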;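 further: negative B-score means less thallium flux so channel inhibition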
HDAC3 inh: inhibitors of human histone deacetylase 3; O15379; recombinant HDAC3, fluorogenic peptide/trypsin coupled, fluorescence; inhibition, % at 8.3 µM; actives 0.15% (n = 320,000); in the data active means inhibition above about 26%, passing the limit was not always enough; inconclusive means no clear call, values can overlap the other calls
PolyA inh: inhibitors of polyadenylation in S. cerevisiae; S. cerevisiae SKY197-pL101 polyadenylation reporter, beta-gal luminescence; efflux-impaired pdr1/pdr3 knockout yeast; score 100 = 6 SD above DMSO; calls only at 12 µM; actives 0.02% (n = 300,000); AID 1875;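 active means lowest replicate activity score at least 50, where 100 means six control SD above control mean; inconclusive means lowest score under 50 but half or more replicates reach 50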;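 further: yeast exposed to compound for 9 h at 30 °C; higher score means more reporter readthrough which indicates perturbed polyadenylation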
DYRK1A inh: blocks rat Dyrk1A kinase activity. inhibition, % at 12.5 µM. actives 0.43% (n = 310,000). ADP-Glo luminescence, NFATc1 peptide; in the data active means inhibition above about 50%;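 further: plate controls were vehicle with enzyme for no effect and no enzyme for full effect; many of its hits are not listed in these tables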
hERG rescue: shields human hERG channel from block by proarrhythmic agents | activation (rescue from dofetilide block), less the hit threshold, % at 10 µM | Q12809 | actives 0.51% (n = 310,000) | CHO-hERG, FluxOR thallium flux, dofetilide IC70 present;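 active means activation above the mean of controls blocked by dofetilide plus 5 SD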;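 further: thallium influx through hERG after potassium depolarization seen as dye fluorescence rise; in these data hits start at about 4.7%; inactives centre near -7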
* hit, by the source's call.

Results for COC(=O)c1cc(S(=O)(=O)NCC2CCN(Cc3cc(C)ccc3C)CC2)c[nH]1 ?
KCNQ1 pot: inactive; RGS4 act: inactive; GSK3A inh: -0.4; GSK3B inh: 6.0; KCNQ1 inh: inactive; KCNK3 inh: inactive; KCNK9 block: inactive; HDAC3 inh: 1.0; PolyA inh: inactive; DYRK1A inh: 0.6; hERG rescue: -4.7

What do the screens show for `CCOC(=O)COc1cccc2c(=O)n(CC(=O)NCc3ccc(F)cc3)ccc12`?
KCNQ1 pot: inactive; RGS4 act: inactive; GSK3A inh: 2.6; GSK3B inh: 4.8; KCNQ1 inh: inactive; KCNK3 inh: inactive; KCNK9 block: inactive; PolyA inh: inactive; DYRK1A inh: 2.2; hERG rescue: -8.8

Results for O=C(Cc1ccc(Br)cc1)NCCN1CCOCC1 ?
KCNQ1 pot: inactive; RGS4 act: inactive; GSK3A inh: -4.2; GSK3B inh: 1.8; KCNQ1 inh: inactive; KCNK3 inh: inactive; KCNK9 block: inactive; HDAC3 inh: -4.3; PolyA inh: inactive; DYRK1A inh: 4.4; hERG rescue: -5.8

What do the screens show for `CS(=O)(=O)N(Cc1ccccc1)c1ccccc1C(=O)O`?
KCNQ1 pot: inactive; RGS4 act: inactive; GSK3A inh: -1.3; GSK3B inh: 3.9; KCNQ1 inh: inactive; KCNK3 inh: inactive; KCNK9 block: inactive; HDAC3 inh: 3.4; PolyA inh: inactive; DYRK1A inh: 0.0; hERG rescue: -6.3

What do the screens show for `CCOC(=O)c1nn(-c2ccccc2C)c2nc(-c3ccc(Cl)cc3)c(C#N)c(=O)n12`?
KCNQ1 pot: inactive; RGS4 act: inactive; GSK3A inh: -1.5; GSK3B inh: 2.9; KCNQ1 inh: inactive; KCNK3 inh: inactive; KCNK9 block: inactive; HDAC3 inh: -5.2; PolyA inh: inactive; DYRK1A inh: -0.5; hERG rescue: -3.9

What do the screens show for `CCC1=NN(C(=O)c2ccc(Br)cc2)C(O)(c2ccc(C)cc2)C1` (configuration not stated)?
KCNQ1 pot: inactive; RGS4 act: inactive; GSK3A inh: -1.3; GSK3B inh: 5.4; KCNQ1 inh: inactive; KCNK3 inh: inactive; KCNK9 block: inactive; HDAC3 inh: -1.5; PolyA inh: inactive; DYRK1A inh: -3.2; hERG rescue: -5.1

How did O=C(/C=C/c1ccccc1)NCCN1CCOCC1 do in these assays?
KCNQ1 pot: inactive; RGS4 act: inactive; GSK3A inh: -0.2; GSK3B inh: 0.1; KCNQ1 inh: inactive; KCNK3 inh: inactive; KCNK9 block: inactive; HDAC3 inh: 3.4; PolyA inh: inactive; hERG rescue: -6.0

Results for Cc1ccc(NC(=O)CN2C(=O)C3C4C=CC(C4)C3C2=O)cc1 (configuration not stated) ?
KCNQ1 pot: inactive; RGS4 act: inactive; GSK3A inh: -4.9; GSK3B inh: 2.7; KCNQ1 inh: inactive; KCNK3 inh: inactive; KCNK9 block: inactive; HDAC3 inh: -3.6; PolyA inh: inactive; DYRK1A inh: -4.0; hERG rescue: -6.6

What do the screens show for `Cc1ccc(CNC(=O)CS(=O)Cc2nc(-c3cccs3)oc2C)cc1` (configuration not stated)?
KCNQ1 pot: inactive; RGS4 act: inactive; GSK3A inh: -3.4; GSK3B inh: 0.4; KCNQ1 inh: inactive; KCNK3 inh: inactive; KCNK9 block: inactive; HDAC3 inh: 2.4; PolyA inh: inactive; DYRK1A inh: 7.3; hERG rescue: -13.6

Results for Cc1ccc(S(=O)(=O)N2CCN(Cc3ccco3)CC2)c(C)c1 ?
KCNQ1 pot: inactive; RGS4 act: inactive; GSK3A inh: -0.6; GSK3B inh: 0.3; KCNQ1 inh: inactive; KCNK3 inh: inactive; KCNK9 block: inactive; HDAC3 inh: -1.3; PolyA inh: inactive; DYRK1A inh: -2.2; hERG rescue: -11.7

How did O=C(c1ccccc1)N1CCCC(C(=O)N2CCCCC2)C1 (configuration not stated) do in these assays?
KCNQ1 pot: inactive; RGS4 act: inactive; GSK3A inh: 0.8; GSK3B inh: 1.2; KCNQ1 inh: inactive; KCNK3 inh: inactive; KCNK9 block: inactive; HDAC3 inh: 5.1; PolyA inh: inactive; DYRK1A inh: -3.7; hERG rescue: -3.7

How did COC(=O)c1cc(C(=O)c2ccc(Cl)cc2)n2c(=O)/c(=C\N(C)C)sc12 do in these assays?
KCNQ1 pot: inactive; RGS4 act: inactive; GSK3A inh: -1.4; GSK3B inh: -0.7; KCNQ1 inh: inactive; KCNK3 inh: inactive; KCNK9 block: inactive; HDAC3 inh: 3.7; PolyA inh: inactive; hERG rescue: -16.5

How did O=C(Nc1ccc(Br)cc1F)C1CCCN(S(=O)(=O)c2cnc[nH]2)C1 (configuration not stated) do in these assays?
KCNQ1 pot: inactive; RGS4 act: inactive; GSK3A inh: 1.3; GSK3B inh: 4.0; KCNQ1 inh: inactive; KCNK3 inh: inactive; KCNK9 block: inactive; HDAC3 inh: -5.5; PolyA inh: inactive; DYRK1A inh: -6.3; hERG rescue: -2.8

Results for Cc1nc2sccn2c(=O)c1Br ?
KCNQ1 pot: inactive; RGS4 act: inactive; GSK3A inh: 0.2; GSK3B inh: 1.9; KCNQ1 inh: inactive; KCNK3 inh: inactive; KCNK9 block: inactive; HDAC3 inh: -2.7; PolyA inh: inactive; DYRK1A inh: 1.4; hERG rescue: -5.0

Results for CCn1c(SCC(=O)Nc2ccccc2Br)nnc1-c1cnccn1 ?
KCNQ1 pot: inactive; RGS4 act: inactive; GSK3A inh: -2.7; GSK3B inh: -2.0; KCNQ1 inh: inactive; KCNK3 inh: inactive; KCNK9 block: inactive; HDAC3 inh: -5.8; PolyA inh: inactive; DYRK1A inh: -1.6; hERG rescue: -6.2

What do the screens show for `COc1cc2oc(-c3ccc(O)cc3)cc(=O)c2c(OC)c1O`?
KCNQ1 pot: inactive; RGS4 act: inactive; GSK3B inh: -3.3; KCNQ1 inh: inactive; KCNK3 inh: inactive; KCNK9 block: inactive; PolyA inh: inactive; DYRK1A inh: 5.0; hERG rescue: -8.7

What do the screens show for `COCCN1C(=O)/C(=C/c2cc3c(cc2Br)OCO3)NC1=S`?
KCNQ1 pot: inactive; RGS4 act: inactive; GSK3A inh: -3.1; GSK3B inh: -2.9; KCNQ1 inh: inactive; KCNK3 inh: inactive; KCNK9 block: inactive; HDAC3 inh: 4.7; PolyA inh: inactive; DYRK1A inh: 29.6; hERG rescue: -7.4

Results for O=C(NC(=O)N1CCCc2ccccc21)c1ccccc1 ?
KCNQ1 pot: inactive; RGS4 act: inactive; GSK3A inh: -2.4; GSK3B inh: 6.1; KCNQ1 inh: inactive; KCNK3 inh: inactive; KCNK9 block: inactive; HDAC3 inh: -8.8; PolyA inh: inactive; hERG rescue: -18.4

What do the screens show for `Cc1cc(NC(=O)CSc2nc3c(c(=O)n2-c2ccc(Br)cc2)SCC3)no1`?
KCNQ1 pot: inactive; RGS4 act: inactive; GSK3A inh: -4.5; GSK3B inh: 0.4; KCNQ1 inh: inactive; KCNK3 inh: inactive; KCNK9 block: inactive; HDAC3 inh: 2.5; PolyA inh: inactive; DYRK1A inh: 1.5; hERG rescue: -0.1

What do the screens show for `CCCCC(CC)CNC(=O)C1CCCN(S(=O)(=O)c2cnc[nH]2)C1` (configuration not stated)?
KCNQ1 pot: inactive; RGS4 act: inactive; GSK3A inh: -0.8; GSK3B inh: -6.2; KCNQ1 inh: inactive; KCNK3 inh: inactive; KCNK9 block: inactive; HDAC3 inh: 5.9; PolyA inh: inactive; DYRK1A inh: 0.9; hERG rescue: -5.5

How did COc1ccc(NC(=O)CN(c2ccc(C(C)C)cc2)S(=O)(=O)c2c(C)noc2C)cc1OC do in these assays?
KCNQ1 pot: inactive; RGS4 act: inactive; GSK3A inh: -2.4; GSK3B inh: -1.4; KCNQ1 inh: inactive; KCNK3 inh: inactive; KCNK9 block: inactive; HDAC3 inh: 1.4; DYRK1A inh: 0.1; hERG rescue: -1.7

What do the screens show for `O=C(OCC(CO)OC(CO)n1ccc(=O)[nH]c1=O)c1ccccc1` (configuration not stated)?
KCNQ1 pot: inactive; RGS4 act: inactive; GSK3A inh: 3.8; GSK3B inh: 2.8; KCNQ1 inh: inactive; KCNK3 inh: inactive; KCNK9 block: inactive; HDAC3 inh: -7.1; PolyA inh: inactive; DYRK1A inh: -4.9; hERG rescue: 1.3

What do the screens show for `O=C(CSc1nc2cc(Cl)ccc2o1)c1cccs1`?
KCNQ1 pot: inactive; RGS4 act: inactive; GSK3A inh: -1.4; GSK3B inh: -0.7; KCNQ1 inh: inactive; KCNK3 inh: inactive; KCNK9 block: inactive; HDAC3 inh: -0.9; PolyA inh: inactive; DYRK1A inh: 0.3; hERG rescue: 0.1

What do the screens show for `CCc1c(C)sc(NC(=O)c2cccs2)c1C#N`?
KCNQ1 pot: inactive; RGS4 act: inactive; GSK3A inh: 5.5; GSK3B inh: 2.4; KCNQ1 inh: inactive; KCNK3 inh: inactive; KCNK9 block: inactive; HDAC3 inh: 1.3; PolyA inh: inactive; DYRK1A inh: -4.3; hERG rescue: -9.0

What do the screens show for `Cc1cc(C2=NNC(=NC3CC3)SC2)c(C)n1-c1c(C)n(C)n(-c2ccccc2)c1=O`?
KCNQ1 pot: inactive; RGS4 act: inactive; GSK3A inh: 2.8; GSK3B inh: -1.6; KCNQ1 inh: inactive; KCNK3 inh: inactive; KCNK9 block: inactive; HDAC3 inh: 6.1; PolyA inh: inactive; DYRK1A inh: -2.5; hERG rescue: -12.2

Results for O=C(CCN1C(=O)c2ccccc2C1=O)N1CCC(c2ccccc2)C1 (configuration not stated) ?
KCNQ1 pot: inactive; RGS4 act: inactive; GSK3A inh: -2.1; GSK3B inh: 3.7; KCNQ1 inh: inactive; KCNK3 inh: inactive; KCNK9 block: inactive; HDAC3 inh: 3.7; PolyA inh: inactive; DYRK1A inh: 1.2; hERG rescue: -5.5

How did COC(=O)c1cc(S(=O)(=O)NCCN2CCOCC2)cn1C do in these assays?
KCNQ1 pot: inactive; RGS4 act: inactive; GSK3A inh: -2.0; GSK3B inh: -0.2; KCNQ1 inh: inactive; KCNK3 inh: inactive; KCNK9 block: inactive; HDAC3 inh: inconclusive; PolyA inh: inactive; DYRK1A inh: -0.3; hERG rescue: -2.9

Some of the compounds tested (hit frequency here may not be typical).
